Source: PubChem
TrxR1 inh – blocks rat thioredoxin reductase 1. recombinant rTrxR1, NADPH fluorescence consumption, selenite substrate. Potency, µM (highest dose often 114 µM), without a hit: top-dose activity change, negative = inhibition, usual class: inhibitors. 390,000 tested, 1% active; also: % is scaled to controls: 0 for no effect and ±100 for the full control effect; nearly all actives have a fitted effect of over 65% in size
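Rat TrxR1 (90 nM in the dispensed reagent) was pre-reduced with 400 uM NADPH for 5 min at room temperature, then incubated with compound for 15 min. After 400 uM selenite was added, NADPH fluorescence (Ex 340/Em 450 nm) was followed for 8 min.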
TrxR1 substrate – rat thioredoxin reductase 1 substrate activity. purified TrxR1 substrate turnover, NADPH consumption readout. 390,000 tested, 0.01% active. Potency, µM (highest dose often 114 µM), for the others: top-dose activity change, negative = substrate turnover. AID 588456. O89049; also: % is scaled to controls: 0 for no effect and ±100 for the full control effect; nearly all actives have a fitted effect of over 50% in size
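Rat TrxR1, dispensed at 90 nM, was prereduced with 400 uM NADPH (final) for 5 min at ~22 deg C, then incubated with compound 15 min before 400 uM selenite. A first-read NADPH fluorescence drop versus no-compound background flagged substrates.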
RGS4 inh – blocks human RGS4-accelerated GTP hydrolysis. Transcreener GDP fluorescence polarization, RGS4-accelerated GTP hydrolysis. 390,000 tested, 0.039% active. Potency, µM (series often up to 114 µM), without a hit: top-dose activity change, negative = inhibition, hits mostly inhibitors. P49798. AID 504845; also: % is scaled to controls: 0 for no effect and ±100 for the full control effect; nearly all actives have a fitted effect of over 75% in size; some results filed as inactive show a strong effect at the top dose
Target sequence (P49798 whole entry, looked up): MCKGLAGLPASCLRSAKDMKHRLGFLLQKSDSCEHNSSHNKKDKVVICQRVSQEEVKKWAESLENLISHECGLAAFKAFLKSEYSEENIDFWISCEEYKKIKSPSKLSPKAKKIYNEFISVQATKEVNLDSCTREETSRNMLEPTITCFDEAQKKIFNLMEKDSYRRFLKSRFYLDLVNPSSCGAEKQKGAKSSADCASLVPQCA
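MLSMR compounds (23 nl, pin-transferred) preincubated 10 min at room temperature with a 500nM (2x) first reagent, then RGS4 at 900nM (2x) plus Transcreener GDP mix added; fluorescence polarization (620/688 nm) read before and after 90 min at 30 °C.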
USP1-UAF1 inh – blocks the human USP1/UAF1 deubiquitinase complex; O94782; recombinant USP1/UAF1, Ub-Rhodamine cleavage fluorescence; Potency, µM (doses to about 57.1 µM), without a hit: at the top dose activity change, negative = inhibition, usual class: inhibitors; 390,000 tested, 0.23% active; also: % is scaled to controls: 0 for no effect and ±100 for the full control effect; nearly all actives have a fitted effect of over 60% in size; inactives centre near -12
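1 nM enzyme complex + cpd, 15 min RT; start with Ub-Rho 150nM final; kinetic fluorescence ex 480/em 540, 6 reads q60 s. Buffer 50mM HEPES pH 7.8, 0.5mM EDTA, 0.1 mg/ml BSA, 1mM TCEP, 0.01% Tween-20.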
Vif-APOBEC3G blk – blocks the Vif interaction with human APOBEC3G; 410,000 tested, 0.076% active; Potency, µM (titrated, usually from 46.1 µM), for inactives: at the highest dose activity, negative = active, most hits filed as inhibitors; Q9HC16; HeLa A3G-eYFP + Vif (tagged APOBEC3G with the HIV-1 protein that degrades it), YFP fluorescence, overnight; AID 602310;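 also: % is scaled to controls: 0 for no effect and ±100 for the full control effect; nearly all actives have a fitted effect of over 60% in size; hits raise eYFP signal because A3G escapes Vif-driven loss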
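HeLa cells stably expressing Vif and C-terminally eYFP-tagged A3G, seeded overnight at 37 deg C, then exposed to compound by pintool overnight at 37 deg C. Rise in yellow fluorescence (Ex 488/Em 500-530, Acumen) marks blocked Vif-driven A3G degradation.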
RXFP1 ag – agonists of human relaxin receptor RXFP1; Q9HBX9; HEK293T-RXFP1 cAMP TR-FRET, 30 min; response scale: percent of porcine relaxin response, buffer zero; Potency, µM (series often up to 57.5 µM), without a hit: at the highest dose activation, usual class: activators; 370,000 tested, 0.3% active; also: % is scaled to controls: 0 for no effect and ±100 for the full control effect; nearly all actives have a fitted effect of over 60% in size; many of its hits are not listed in these tables
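HEK293 cells stably expressing RXFP1, treated 30 min at 37C with compounds plus PDE4 inhibitor Ro 20174; cAMP measured by HTRF TR-FRET. Normalized to buffer and 29 nM porcine relaxin; EC50 by Hill fit.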
ALOX12 inh – blocks human arachidonate 12S-lipoxygenase | purified 12hLO, xylenol orange hydroperoxide absorbance | P18054 | 580,000 tested, 1.1% active | Potency, µM (top dose mostly 108 µM), for the others: top-dose activity change, negative = inhibition, hits mostly inhibitors; also: % is scaled to controls: 0 for no effect and ±100 for the full control effect
Target sequence (P18054 whole entry, looked up): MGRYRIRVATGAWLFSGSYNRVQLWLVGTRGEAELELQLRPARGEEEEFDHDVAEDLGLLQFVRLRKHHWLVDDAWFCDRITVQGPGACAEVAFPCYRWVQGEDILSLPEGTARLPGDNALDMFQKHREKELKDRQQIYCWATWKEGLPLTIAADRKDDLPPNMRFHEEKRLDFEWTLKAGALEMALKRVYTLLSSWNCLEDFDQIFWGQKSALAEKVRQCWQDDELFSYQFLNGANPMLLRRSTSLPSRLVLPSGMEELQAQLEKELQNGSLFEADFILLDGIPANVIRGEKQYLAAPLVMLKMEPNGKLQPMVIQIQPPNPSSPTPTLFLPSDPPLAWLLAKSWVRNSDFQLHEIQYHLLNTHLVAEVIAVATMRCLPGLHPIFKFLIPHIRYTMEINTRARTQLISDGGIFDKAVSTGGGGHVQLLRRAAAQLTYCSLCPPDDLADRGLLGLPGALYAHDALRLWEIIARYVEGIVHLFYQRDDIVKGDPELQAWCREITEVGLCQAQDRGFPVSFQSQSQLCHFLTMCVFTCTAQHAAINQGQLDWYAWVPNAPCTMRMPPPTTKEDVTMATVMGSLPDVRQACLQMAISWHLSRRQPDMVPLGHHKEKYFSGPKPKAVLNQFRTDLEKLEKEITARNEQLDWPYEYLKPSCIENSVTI
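Hydroperoxide product was detected by ferrous iron/xylenol orange as the 573 to 405 nm absorbance ratio. Arachidonic acid at 40 uM (final) was turned over for 30 min at room temperature by 150 nM human 12hLO, pH 7.0 Hepes buffer, after 15 min compound preincubation.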
mIDH1 inhibitor – inhibitors of human mutant IDH1 R132H | Potency, µM (series often up to 76.6 µM), for inactives: at the top dose activity change, negative = inhibition, hits mostly inhibitors | 390,000 tested, 0.093% active | IDH1-R132H enzyme, NADPH consumption, diaphorase/resazurin fluorescence | AID 602179 | O75874; also: % is scaled to controls: 0 for no effect and ±100 for the full control effect; nearly all actives have a fitted effect of over 65% in size
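IDH1-R132H (0.5 ug/mL) preincubated 30 min with compound, then NADPH (0.016 mM) and alpha-KG (2 mM) added; 80 min at RT, pH 7.5. Remaining NADPH coupled via diaphorase/resazurin to fluorescence (540/590 nm); concentration-response curves normalized to no-enzyme control.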
Vif-A3F inh – Vif-A3F binding inhibition | Potency, µM (series often up to 46.1 µM), for inactives: at the top dose activity, negative = active | 390,000 tested, 0.2% active | AID 602313 | HeLa A3F-eYFP + Vif (tagged APOBEC3F with the HIV-1 protein that degrades it), YFP fluorescence increase; also: % of control where 0% means no effect; nearly all actives have a fitted effect of over 65% in size
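HeLa cells stably expressing Vif plus C-terminally eYFP-tagged A3F were seeded, incubated overnight at 37 deg C, dosed with compound, incubated overnight again at 37 deg C. Yellow fluorescence (Ex 488/Em 500-530) reported blocked Vif-mediated A3F-eYFP degradation.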
An asterisk follows results filed as active; ? = inconclusive; . = not tested or not shown; & = joins results of further samples; [ ] = another dose, or the depositor's remark. Calls follow the shape of the dose curve; as a rule, active = well fitted curve in the direction sought with a large enough effect; inconclusive = small, poorly fitted or top-dose-only effect, or another doubt; inactive = no such curve, though single readings can be large; an effect the other way counts as inactive or inconclusive. Potency is read from the fitted curve at half-maximal effect. An excerpt, so the mix of outcomes need not match the whole.

SMILES	RXFP1 ag	Vif-APOBEC3G blk	Vif-A3F inh	ALOX12 inh	USP1-UAF1 inh	mIDH1 inhibitor	TrxR1 substrate	TrxR1 inh	RGS4 inh
NC(=O)c1ccccc1O	1.2%	-5.8%	-0.2%	-0.9%	-19.8%	-11.4%	35.7%	6.7%	-26.3%
COc1ccc(OC)c(S(=O)(=O)NCCc2csc3nc(-c4ccccc4)nn23)c1	0.3%	-3.8%	-0.3%	0.0%	-5.9%	-12.3%	-8.1%[57.1 µM]	-15.3%[57.1 µM]	-5.1%
Cn1c(SCCN2CCCCC2)nnc1-c1ccccc1Br	-0.9%	-0.5%	-8.0%	-20.6%	-7.7%	5.2%	1.5%[57.1 µM]	5.2%[57.1 µM]	-34.0%
COc1ccc(S(=O)(=O)N(C)[C@H]2C[C@H]3c4cc(-c5ccccc5)ccc4CCN3C(=O)[C@H]2[C@H](C)O)cc1	.	-0.8%	0.0%	?	-21.5%	11.0%	.	.	.
O=C(OCC(=O)N(Cc1ccccc1)C1CCS(=O)(=O)C1)c1cc2c(s1)CCCC2 (configuration not stated)	0.5%	-1.2%	-1.6%	-10.3%	-5.2%	-0.1%	-10.9%	-5.1%	1.1%
COc1cc(OC)c(NC(=O)c2cn(C)c(=O)c3cc(OC)c(OC)cc23)cc1Cl	1.1%	2.8%	-4.3%	6.3%	-14.5%	-3.0%	12.8%[2.29 µM]	8.5%	28.0%
CC1=NN(c2ccccc2)C(=O)C1=Cc1ccccc1	.	0.5%	-10.5%	?	-23.8%	-11.4%	.	.	.
Cc1ccc(-c2nc(C)c(CCNC(=O)C(=O)Nc3ccc(C)c(Cl)c3)s2)cc1	1.3%	3.7%	-1.8%	-24.1%	-26.5%	6.8%	3.0%[57.1 µM]	22.4%[57.1 µM]	-33.0%
Cc1c(C(=O)N2CC(C)OC(C)C2)[nH]c2ccc(Br)cc12 (configuration not stated)	?	-4.1%	-1.7%	0.0%	-13.1%	2.9%	2.9%[57.1 µM]	7.0%[57.1 µM]	1.9%
Cc1ccc2c(CN3CCCCC3CCO)cc(=O)oc2c1 (configuration not stated)	2.5%	-4.5%	-2.6%	-11.5%	-17.2%	0.0%	5.2%	-18.4%	-13.5%
C=CC[C@H](CC(=O)NCCO)C(=O)NC[C@@H](OC(=O)[C@@H](CC=C)CC(=O)OC(C)(C)C)c1ccccc1	.	1.8%	3.3%	8.7%	-11.5%	-4.3%	97.9%	19.3%[57.1 µM]	15.7%
Cc1ccc(N(CC(O)CN2CCCCC2)S(=O)(=O)c2ccccc2[N+](=O)[O-])cc1 (configuration not stated)	-5.0%	0.4%	9.7%	0.0%	2.0%	-5.3%	5.5%[57.1 µM]	17.4%[57.1 µM]	8.0%
CC(=O)c1c(C)n(CCc2ccc(Cl)cc2)c2ccc(O)cc12	0.3%	-1.9%	8.1%	-25.6%	-5.3%	-0.9%	-10.6%	20.5%[57.1 µM]	23.9%
Cc1ccc(NC(=O)C(=O)c2ccc(C)cc2)cc1	5.1%	-0.4%	4.5%	-7.3%	-22.6%	1.4%	-1.1%[57.1 µM]	13.6%[57.1 µM]	7.3%
O=S(=O)(c1ccc(F)cc1)N1CC=C(c2ccccc2)CC1	0.2%	1.0%	-2.7%	4.2%	-13.7%	-3.6%	-9.4%	-2.9%	1.4%
CCn1c(SCC(=O)NC2CCCC2)nnc1C(C)NC(=O)c1ccccc1F (configuration not stated)	-1.0%	-4.3%	2.2%	12.1%	-14.2%	-3.9%	2.8%	19.1%	22.6%
COC(=O)c1ccccc1NC(=O)COc1ccccc1	-0.5%	-4.4%	0.1%	0.2%	-15.7%	11.5%	9.1%	17.0%	16.9%
Cc1ccc(C)c(N2CCN(S(=O)(=O)CC34CCC(CC3=O)C4(C)C)CC2)c1 (configuration not stated)	-2.2%	7.9%	-4.4%	-17.3%	-23.7%	5.2%	-3.0%	15.6%	1.7%
CC(=Nc1ccc2c(c1)nc(CO)n2C)C1=C(O)CC(C)(C)CC1=O	1.1%	-0.8%	-1.0%	-6.2%	-1.5%	-7.3%	2.7%[57.1 µM]	-5.7%[57.1 µM]	-12.3%
COc1cccc(CN2CCN(Cc3ccc(O)cc3)CC2CCO)c1 (configuration not stated)	-2.2%	0.9%	-0.8%	0.5%	3.8%	3.4%	-6.0%	23.7%[57.1 µM]	11.0%
NNC(=O)c1cnn(-c2ccccc2)c1C(F)(F)F	0.3%	1.7%	-7.6%	0.1%	-4.1%	0.0%	-11.0%	-123.3%	-12.7%
Cc1nc2cc(C(F)(F)F)ccc2n1CCNc1nc(-c2cc(Cl)c(N)c(Cl)c2)cs1	-0.8%	-9.4%	1.8%	-1.8%	-26.4%	5.3%	3.1%	15.7%	-32.9%
CC(=O)C(C(C)=O)c1c(Cl)c(O)c(O)c2c(C(=O)c3ccccc3)coc12	-0.6%	-11.4%	-15.0%	?	-4.8%	1.7%	-2.0%	?	?
COc1ccc(NC(=O)CC2C(=O)N(c3ccc(C)cc3)C(=O)N2Cc2ccc3c(c2)OCO3)cc1 (configuration not stated)	1.7%	0.0%	-12.5%	-24.0%	-28.5%	17.6%	0.8%	6.9%	8.7%
CC(OCC(O)CN(C)Cc1nc2ccccc2c(=O)[nH]1)c1ccc(Cl)cc1 (configuration not stated)	-3.4%	-3.8%	-0.6%	-12.4%	0.7%	8.9%	-2.1%[57.1 µM]	6.7%[57.1 µM]	25.0%
O=C(COc1ccc(Cl)cc1Cl)NCCC1=CCCCC1	-0.1%	0.2%	-6.8%	0.6%	-14.2%	4.9%	-3.3%	-1.3%	30.6%
NC(=O)COC(=O)c1c2c(nc3ccccc13)CCC2	4.1%	0.1%	-1.1%	?	-11.3%	-1.3%	5.8%	6.1%	-10.0%
C=CCNc1nnc(SCC(=O)N2CCCCC2)c2ccccc12	-1.1%	-4.7%	0.6%	-5.6%	-8.5%	5.9%	14.5%	-1.9%	-0.1%
COC(=O)C[C@@H]1C[C@H]2c3cc(NC(=O)Nc4ccccc4F)ccc3O[C@H]2[C@H](CO)O1	.	-12.2%	-6.7%	-16.3%	-25.6%	4.2%	.	.	.
OC1(c2cccs2)CN(c2ccc(Br)cc2)C2=[N+]1CCCS2 (configuration not stated)	3.5%	2.0%	-0.7%	0.0%	-23.0%	4.8%	8.3%	32.1%	-16.5%

Overlap with the part before: 2 entries, then new ones.
SMILES	RXFP1 ag	Vif-APOBEC3G blk	Vif-A3F inh	ALOX12 inh	USP1-UAF1 inh	mIDH1 inhibitor	TrxR1 substrate	TrxR1 inh	RGS4 inh
COC(=O)C[C@@H]1C[C@H]2c3cc(NC(=O)Nc4ccccc4F)ccc3O[C@H]2[C@H](CO)O1	.	-12.2%	-6.7%	-16.3%	-25.6%	4.2%	.	.	.
OC1(c2cccs2)CN(c2ccc(Br)cc2)C2=[N+]1CCCS2 (configuration not stated)	3.5%	2.0%	-0.7%	0.0%	-23.0%	4.8%	8.3%	32.1%	-16.5%
Cc1nc(CN(C)C(=O)c2ccccc2OC2CCN(S(C)(=O)=O)CC2)cs1	-0.7%	-0.1%	-13.6%	-3.2%	-2.1%	-7.1%	2.2%	15.8%[57.1 µM]	-1.3%
Cc1ccccc1-c1ncc(CN2CCC(CO)(CCCc3ccccc3)CC2)cn1	0.1%	0.7%	-8.8%	-4.4%	-9.6%	1.7%	-1.2%	9.7%	-7.0%
COc1cc(/C=C2/N=C(C3CCCCC3)OC2=O)cc(OC)c1OC	10.2%	-0.5%	-0.9%	0.0%	-20.3%	9.4%	3.7%	?	-34.0%
O=Cc1ccc(-c2ccc([N+](=O)[O-])cc2Cl)o1	2.0%	0.2%	-1.7%	1.5%	-22.4%	0.0%	-6.4%[57.1 µM]	-6.1%[57.1 µM]	-12.5%
Cc1cc(=O)[nH]c(N/N=C/c2cccs2)n1	-0.4%	0.5%	-5.2%	22.5%	-6.9%	3.8%	-18.1%	?	-33.9%
CCc1nc2ccccc2c(C(=O)Oc2ccc(C(=O)OC)cc2)c1C	4.8%	-0.7%	-5.1%	1.2%	-22.9%	-5.5%	0.4%	16.3%	-1.5%
CCN1C(=NCC(C)C)N[C@@H](c2cccc(C(F)(F)F)c2)C(C(=O)OC)=C1C	-0.2%&-0.8%	0.0%	-0.8%	?	-20.2%	1.2%[38.3 µM]	-1.8%	-0.3%	-19.2%
COc1ccccc1N1CCN(Cc2cc(COC(C)C)c3cccnc3c2O)CC1	-0.2%	-1.3%	-5.2%	?	-6.6%	8.9%	6.9%	4.7%	-8.8%
Cc1ccc(/C=N/N2CCN(c3ccccc3)CC2)cc1	0.6%	1.7%	4.6%	-2.3%	-14.1%	0.3%	6.2%[57.1 µM]	22.6%	-2.7%
CCC(=O)Nc1cccc(C2=NOC3(C2)C[C@@H](C(N)=O)N(C(=O)C2(C)CC2)C3)c1 (some centres not stated)	1.1%	3.4%	5.2%	-12.2%	-21.0%	-3.6%	7.7%	10.6%	13.1%
CC1CCC(NC(=O)c2cccc(S(=O)(=O)N3CCOCC3)c2)CC1 (configuration not stated)	.	2.6%	-2.8%	0.5%	-16.7%	0.1%	.	.	.
